Screens from PubChem.
ABCB6 inh 2: inhibitors of human ABC transporter ABCB6; K562-ABCB6 porphyrin accumulation, flow cytometry, 1 h; stronger effect = lower value; fluorescence ratio to DMSO, % at 10 µM; actives 0.19% (n = 360,000); AID 602162;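 active = fluorescence ratio to DMSO below 75%, the collection mean minus 3 SD; inconclusive = too few cells collected in the well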;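 also: signal is porphyrin accumulated inside mitochondria; 100% equals median channel fluorescence of DMSO control wells; lower ratio means ABCB6 inhibition with less porphyrin fluorescence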
Target sequence (Q9NP58 whole entry, looked up): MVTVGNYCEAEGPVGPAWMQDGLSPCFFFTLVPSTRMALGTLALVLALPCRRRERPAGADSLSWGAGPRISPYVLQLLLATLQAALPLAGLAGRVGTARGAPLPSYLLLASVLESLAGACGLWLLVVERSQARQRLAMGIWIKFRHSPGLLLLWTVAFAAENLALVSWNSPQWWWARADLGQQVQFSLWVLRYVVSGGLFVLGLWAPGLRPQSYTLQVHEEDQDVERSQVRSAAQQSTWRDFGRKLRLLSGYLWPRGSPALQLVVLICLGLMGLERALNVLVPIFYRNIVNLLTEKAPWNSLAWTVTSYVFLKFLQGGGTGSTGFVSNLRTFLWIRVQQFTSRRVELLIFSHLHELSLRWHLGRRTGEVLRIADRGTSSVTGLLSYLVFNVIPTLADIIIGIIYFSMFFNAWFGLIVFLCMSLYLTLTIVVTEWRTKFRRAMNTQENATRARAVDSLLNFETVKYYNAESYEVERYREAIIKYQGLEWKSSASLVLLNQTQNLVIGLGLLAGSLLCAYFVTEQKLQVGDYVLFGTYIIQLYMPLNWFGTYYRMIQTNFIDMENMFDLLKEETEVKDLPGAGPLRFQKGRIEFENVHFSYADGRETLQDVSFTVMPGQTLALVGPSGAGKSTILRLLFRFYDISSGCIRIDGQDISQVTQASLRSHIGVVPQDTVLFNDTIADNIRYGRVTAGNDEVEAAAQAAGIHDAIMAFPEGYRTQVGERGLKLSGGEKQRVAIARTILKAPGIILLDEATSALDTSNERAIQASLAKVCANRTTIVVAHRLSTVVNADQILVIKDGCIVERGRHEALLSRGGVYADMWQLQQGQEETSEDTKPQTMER
CaV13 FRET inh: Disruptors of the CACNA1D IQ motif to Ca2+-dependent inactivation inhibitor domain association, primary screening, Förster resonance energy transfer in intact living …. actives 0.098% (n = 340,000). HEK cells, CFP/YFP FRET ICDI-IQ, plate reader, 10 min; percent FRET-ratio fall versus neutral wells. AID 743397. inhibition, % at 12.3 µM;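 active = mean replicate inhibition of at least 30% and at least 1% of replicates passing that level; inconclusive = only one of the two criteria is met; inactive = neither criterion is met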;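 also: 0% = median of the neutral control wells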
aDG glyco up: alpha-DG glycosylation activation; Pro5-aDG cells, alpha-DG glycosylation AlphaScreen (IIH6); 0% Pro5, 100% B10-LARGE cell signal; activation, % at 10 µM; actives 0.22% (n = 360,000);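 active = activation of at least 8% versus controls, or a plate z-score of at least 8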;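 also: Pro5 are CHO cells carrying HIG-tagged alpha-DG that lacks glycosylation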
m5-HT2A agonist: activates the mouse 5-HT2A serotonin receptor; actives 0.66% (n = 360,000); CHO-K1 mHTR2A beta-arrestin complementation, luminescence; percent of 30 µM serotonin response; AID 624169; activation, % at 7.6 µM;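 active = activation above a run cutoff, the mean activation of all tested compounds plus 3 SD, cut at about 14% in these data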;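 also: 0% = plate median of compound wells and 100% = 30 µM serotonin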
hiPSC survival: enhancers of human iPSC single-cell survival; hiPSC single-cell survival, ATPlite luminescence; 100% = ROCK inhibitor wells, 0% = DMSO; survival enhancement, % at 20 µM; actives 0.044% (n = 360,000); AID 602274; in the data active = survival enhancement above about 18%;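 also: cells exposed to compounds for 16 hours before the ATP read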
Vif inh: inhibitors of HIV Vif; HEK293T cells, Vif self-association by quenched fluorescence, imaging, 24 h; inhibition, % at 7.49 µM; actives 0.35% (n = 340,000); in the data active = inhibition above about 50%, passing the limit was not always enough; inconclusive = no clear call, values can overlap the other calls; inactive = below about 31%; also: some results filed as inactive read as strong as hits
Glyco luc inh: N-linked glycosylation inhibition; D54 ERlucT glycosylation luciferase reporter, 24 h; percent of 100 nM tunicamycin response; reporter increase, % at 12.5 µM; actives 0.23% (n = 360,000);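 active = mean luciferase reporter signal, scaled so untreated is 0 and the glycosylation-blocking control 100, at or above a set limit in every replicate; inconclusive = mean reaches the limit but not every replicate does; inactive = mean below the limit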;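 also: luciferase carries N-glycosylation sites so blocking glycosylation raises the light; 0% = median of neutral control wells and 100% = median of 100 nM tunicamycin wells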
Granule exo inh: lytic granule exocytosis inhibition | TALL-104 LAMP-1 surface exposure, flow cytometry; cells stimulated with thapsigargin and PMA | actives 0.66% (n = 360,000) | inhibition, % at 10 µM;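 active = inhibition above about 55%, limit read from the data; inconclusive = no clear call, values can overlap the other calls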
Cardio protect: modulators protecting cardiomyocytes from myocardial damage | H9c2 cardiomyocytes, H2O2 injury protection, ATPLite, 2 h | protection from H2O2 cell death, % at 20 µM | actives 0.63% (n = 360,000) | AID 588492;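 active = compounds giving at least 50% protection of heart cells from peroxide-induced death in the single-dose screen, raw or plate-pattern-corrected value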;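 also: 0% = DMSO wells with peroxide and 100% = DMSO wells without peroxide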
PDI turbidity: PDI (human) enzyme inhibition; AID 588391; actives 0.052% (n = 350,000); PDI insulin aggregation turbidity, A650, 90 min; inhibition, % at 10 µM; P07237;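 active = mean inhibition across replicates of 30% or more, whatever share of single replicates reach that level; inconclusive = mean inhibition below 30% while every single replicate reaches 30%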;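 also: absorbance from insulin aggregation driven by PDI reduction with DTT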
* = called active by the depositor.

For O=C(c1cccs1)N1C[C@H](O)[C@@H](n2cc(-c3ccc(F)cc3)nn2)C[C@@H]1c1ccccc1 the results were ABCB6 inh 2 99, CaV13 FRET inh -6, aDG glyco up 0.3, m5-HT2A agonist -2, hiPSC survival -1.3, Vif inh -4, Glyco luc inh 9, Granule exo inh -3, Cardio protect -3 and PDI turbidity 1.
Screening Cc1cccc(NC(=O)c2cccnc2Cl)n1 returned ABCB6 inh 2 95, CaV13 FRET inh -3, aDG glyco up -0.1, m5-HT2A agonist 2, hiPSC survival 0.8, Vif inh 6, Glyco luc inh 1, Granule exo inh -4, Cardio protect 7 and PDI turbidity 4.
COc1ccc(-c2oc3c(c2C(=O)OCCCO)C(OCCO)CCC3)cc1 (centres undefined) was read as ABCB6 inh 2 99, CaV13 FRET inh -8, aDG glyco up 0.1, m5-HT2A agonist -2, hiPSC survival 0.1 and Granule exo inh -8.
Screening O=C(Nc1ccc(Cl)c(S(=O)(=O)N2CCOCC2)c1)c1ccc(Cl)nc1 returned ABCB6 inh 2 92, CaV13 FRET inh -6, aDG glyco up 0.7, m5-HT2A agonist 17*, hiPSC survival 0.0, Vif inh -10, Glyco luc inh 3, Granule exo inh -1, Cardio protect 8 and PDI turbidity -1.
`COc1ccccc1CN1CC(C(=O)NC2(c3ccccc3)CC2)CCC1=O` (centres undefined) gave ABCB6 inh 2 98, CaV13 FRET inh -9, aDG glyco up -0.3, m5-HT2A agonist 2, hiPSC survival 0.5, Vif inh 5, Glyco luc inh 3, Granule exo inh -5, Cardio protect 3 and PDI turbidity 2.
O=C(NN=C1CCCC1)c1cc(Br)ccc1O was read as ABCB6 inh 2 102, CaV13 FRET inh -13, aDG glyco up 0.4, m5-HT2A agonist 3, hiPSC survival -0.5, Glyco luc inh 3, Granule exo inh -2, Cardio protect 5 and PDI turbidity 3.
Screening O=C1CC(c2ccccc2)=NN1c1ccc([N+](=O)[O-])cc1 returned ABCB6 inh 2 97, CaV13 FRET inh -3, aDG glyco up -0.3, m5-HT2A agonist 1, hiPSC survival -0.3, Vif inh -9, Glyco luc inh -4, Granule exo inh 11, Cardio protect -18 and PDI turbidity 4.
CC(C)(C)/C=N/NC(=O)C1CC1 was read as ABCB6 inh 2 101, CaV13 FRET inh -20, aDG glyco up -0.1, m5-HT2A agonist 3, hiPSC survival 0.6, Vif inh 0, Glyco luc inh 2, Granule exo inh -3, Cardio protect 5 and PDI turbidity 1.
Cn1nnnc1SCC(=O)Nc1c(Cl)cccc1Cl was read as ABCB6 inh 2 91, CaV13 FRET inh 0, aDG glyco up -0.3, m5-HT2A agonist 0, hiPSC survival -0.3, Vif inh -1, Glyco luc inh 2, Granule exo inh 1, Cardio protect 3 and PDI turbidity -1.
Screening CC(=O)C1=C(C)NC(=O)NC1c1cc(Br)ccc1OCC(N)=O (centres undefined) returned ABCB6 inh 2 83, CaV13 FRET inh -4, aDG glyco up -0.3, m5-HT2A agonist -2, hiPSC survival -2.0, Vif inh 2, Glyco luc inh 4, Granule exo inh 2, Cardio protect -1 and PDI turbidity 2.
For Cc1nc(NC(=O)CN2CC(C)OC(C)C2)sc1C(=O)N(C)C (centres undefined) the results were ABCB6 inh 2 100, CaV13 FRET inh 10, aDG glyco up 0.0, m5-HT2A agonist 5, hiPSC survival 0.3, Vif inh 3, Glyco luc inh -1, Granule exo inh -1, Cardio protect 2 and PDI turbidity 9.
For CC(C)[C@H](NC(=O)[C@@H]1Cc2ccccc2CN1C(=O)OC(C)(C)C)C(=O)NC1CCCC1 the results were ABCB6 inh 2 106, CaV13 FRET inh -16, aDG glyco up 0.2, m5-HT2A agonist -5, hiPSC survival 0.1, Vif inh 2, Glyco luc inh -1, Granule exo inh 13, Cardio protect 4 and PDI turbidity 3.
COc1cc(/C=N/NC(=O)c2ccc3c(c2)OCCO3)cc(Br)c1O was read as ABCB6 inh 2 104, CaV13 FRET inh -2, aDG glyco up 0.1, m5-HT2A agonist 1, hiPSC survival -3.4, Vif inh -5, Glyco luc inh -1, Granule exo inh -2 and Cardio protect -27.
`COc1ccccc1NCC(=O)NNCC(=O)Nc1ccc(F)c(Cl)c1` gave ABCB6 inh 2 103, CaV13 FRET inh -4, aDG glyco up 0.5, m5-HT2A agonist -1, hiPSC survival 0.7, Vif inh 1, Glyco luc inh 0, Granule exo inh 0, Cardio protect 1 and PDI turbidity 2.
For COc1ccc(OC)c(/C=N/NC(=O)CSc2nnc(C)n2-c2ccccc2)c1 the results were ABCB6 inh 2 116, CaV13 FRET inh -7, aDG glyco up -0.1, m5-HT2A agonist 4, hiPSC survival -2.0, Vif inh -5, Glyco luc inh 0, Granule exo inh 2, Cardio protect -3 and PDI turbidity 2.
Screening Cc1cc(OCC(=O)NCCCn2ccnc2)c2c(C)cc(=O)oc2c1 returned ABCB6 inh 2 100, CaV13 FRET inh -13, aDG glyco up -0.3, m5-HT2A agonist 0, hiPSC survival 0.1, Vif inh 4, Glyco luc inh 2, Granule exo inh 0, Cardio protect -2 and PDI turbidity 8.
`O=C(NCc1ccc(F)cc1)c1cc(C2CCCCN2S(=O)(=O)Cc2ccccc2)on1` (centres undefined) gave ABCB6 inh 2 93, CaV13 FRET inh -5, aDG glyco up 0.1, m5-HT2A agonist 10, hiPSC survival 0.4, Vif inh -4, Glyco luc inh -3, Granule exo inh -8, Cardio protect 3 and PDI turbidity 1.
For CC(NC(=O)COC(=O)c1cccc(S(=O)(=O)N2CCCC2)c1)c1ccccc1 (centres undefined) the results were ABCB6 inh 2 92, CaV13 FRET inh -2, aDG glyco up 0.8, m5-HT2A agonist 0, hiPSC survival 2.2, Vif inh inconclusive, Glyco luc inh 0, Granule exo inh -1, Cardio protect 1 and PDI turbidity -7.
`CCCCS(=O)(=O)Nc1ccc(Cc2ccncc2)cc1` gave ABCB6 inh 2 93, aDG glyco up 0.5, m5-HT2A agonist -3, hiPSC survival 0.1, Vif inh -1, Glyco luc inh -2, Granule exo inh -1, Cardio protect -4 and PDI turbidity 5.
Screening CCN(CC)C1CCS(=O)(=O)C1 (centres undefined) returned ABCB6 inh 2 92, CaV13 FRET inh 2, aDG glyco up -0.4, m5-HT2A agonist 3, hiPSC survival -0.9, Vif inh 27, Glyco luc inh 1, Granule exo inh -1, Cardio protect -1 and PDI turbidity 9.
`Cc1ccsc1C1NC(=O)c2c(sc3c2CCCC3)N1` (centres undefined) gave ABCB6 inh 2 96, aDG glyco up -0.1, m5-HT2A agonist -1, hiPSC survival -1.1, Vif inh 2, Glyco luc inh 0, Granule exo inh 10, Cardio protect -15 and PDI turbidity 0.
For CCOC(=O)c1cccc(NC(=O)CSc2nc3ccccc3c(=O)n2CC)c1 the results were ABCB6 inh 2 97, CaV13 FRET inh -4, aDG glyco up 0.1, m5-HT2A agonist -1, hiPSC survival -1.4, Vif inh 2, Glyco luc inh 0, Granule exo inh -7, Cardio protect 9 and PDI turbidity -8.
For COC(=O)c1sccc1NC(=O)Nc1ccccc1Cl the results were ABCB6 inh 2 95, CaV13 FRET inh -6, aDG glyco up 0.2, m5-HT2A agonist 12, hiPSC survival -0.4, Vif inh 1, Glyco luc inh 1, Granule exo inh -1, Cardio protect 2 and PDI turbidity 5.
COCCNC(=O)c1ccc2c(c1)nc(C)n2-c1cc(OC)c(OC)c(OC)c1 was read as ABCB6 inh 2 94, aDG glyco up 2.2, m5-HT2A agonist 3, hiPSC survival 3.3, Vif inh -2, Glyco luc inh 3, Granule exo inh -1, Cardio protect 5 and PDI turbidity -1.

Taken from the entries so far for reference:
Screening Cc1cc(OCC(=O)NCCCn2ccnc2)c2c(C)cc(=O)oc2c1 returned ABCB6 inh 2 100, CaV13 FRET inh -13, aDG glyco up -0.3, m5-HT2A agonist 0, hiPSC survival 0.1, Vif inh 4, Glyco luc inh 2, Granule exo inh 0, Cardio protect -2 and PDI turbidity 8.
`O=C(NCc1ccc(F)cc1)c1cc(C2CCCCN2S(=O)(=O)Cc2ccccc2)on1` (centres undefined) gave ABCB6 inh 2 93, CaV13 FRET inh -5, aDG glyco up 0.1, m5-HT2A agonist 10, hiPSC survival 0.4, Vif inh -4, Glyco luc inh -3, Granule exo inh -8, Cardio protect 3 and PDI turbidity 1.

The results go on.
`Cc1nn(C)cc1S(=O)(=O)Nc1ccc(F)c(F)c1` gave ABCB6 inh 2 91, CaV13 FRET inh -6, aDG glyco up -0.1, m5-HT2A agonist 1, hiPSC survival 0.3, Vif inh -8, Glyco luc inh 1, Granule exo inh 0, Cardio protect 3 and PDI turbidity 8.
`CCCn1nc(C(=O)NNC(=O)Cc2ccc(S(=O)(=O)N3CCOCC3)s2)c2ccccc2c1=O` gave ABCB6 inh 2 97, CaV13 FRET inh -5, aDG glyco up -0.1, m5-HT2A agonist 1, hiPSC survival -0.3, Vif inh -10, Glyco luc inh 3, Granule exo inh 3, Cardio protect 1 and PDI turbidity 8.
For COc1ccccc1C(=O)N1C(CC(=O)Nc2ccccc2C)C(=O)NC2CCCCC21 (centres undefined) the results were ABCB6 inh 2 102, CaV13 FRET inh -3, aDG glyco up -0.3, m5-HT2A agonist -3, hiPSC survival 0.0, Vif inh -1, Glyco luc inh 0, Granule exo inh -5, Cardio protect 7 and PDI turbidity -1.
Screening CC1=Nn2c(nnc2-c2ccccc2)SC1 returned ABCB6 inh 2 89, CaV13 FRET inh -5, aDG glyco up 0.2, m5-HT2A agonist 2, hiPSC survival 0.7, Vif inh 5, Glyco luc inh -1, Granule exo inh -1, Cardio protect 7 and PDI turbidity 8.
For COCCNC(=O)C1(C)CCN(C(=O)c2ccc3sccc3c2)C1 (centres undefined) the results were ABCB6 inh 2 90, CaV13 FRET inh -3, aDG glyco up 1.6, m5-HT2A agonist 1, hiPSC survival 0.8, Glyco luc inh -9, Granule exo inh -2, Cardio protect -1 and PDI turbidity -1.
Screening COc1ccc(OC)c(NC(=O)N2CCCC(CNS(=O)(=O)c3cccs3)C2)c1 (centres undefined) returned ABCB6 inh 2 94, CaV13 FRET inh -7, aDG glyco up 0.1, m5-HT2A agonist -1, hiPSC survival -2.0, Vif inh 2, Glyco luc inh -2, Granule exo inh 2, Cardio protect 4 and PDI turbidity -10.
For CN(C(=O)c1cccc(NC(=O)Cc2ccc(NC(=O)C3CCN(C(=O)c4ccccc4)CC3)cc2)c1)C1CCC1 the results were ABCB6 inh 2 91, CaV13 FRET inh -5, aDG glyco up -0.2, m5-HT2A agonist -2, hiPSC survival -3.2, Glyco luc inh -2, Granule exo inh 4, Cardio protect 4 and PDI turbidity -2.
Screening O=C(O)c1cnn(-c2ccccc2)c1C(F)(F)F returned ABCB6 inh 2 95, CaV13 FRET inh -2, aDG glyco up 0.0, m5-HT2A agonist 2, hiPSC survival 1.1, Vif inh 2, Glyco luc inh 4, Granule exo inh 0, Cardio protect 6 and PDI turbidity -2.
`C=C[C@]1(C)C=C2C(=O)[C@@]3(O)OC(=O)[C@@]4(CCCC(C)(C)[C@H]34)[C@@]2(O)CC1` gave ABCB6 inh 2 96, CaV13 FRET inh -6, aDG glyco up 0.0, m5-HT2A agonist 8, hiPSC survival -3.4, Vif inh 13, Glyco luc inh -14, Granule exo inh 7 and Cardio protect 9.
